# Measles CPE – protection of cells from measles virus; Measles virus-infected cells, CPE protection, absorbance; protection (pct of control), % at 4 µM; 1.5% of 140,000 active; in the data active = protection mostly above about 24%, no sharp cut-off; inactive = mostly below about 26%; note: some compounds called inactive have numbers as strong as hits
# GALR2 blocker – blocks the human galanin receptor 2. O43603. GALR2-expressing cells, antagonist mode. inhibition, % at 4 µM. 0.39% of 140,000 active. AID 828; in the data active = inhibition above about 27%;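 note: cells stimulated with galanin 1-16 at roughly its EC80; 0% = agonist challenge control and 100% = basal control without agonist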
# Target sequence (O43603 whole entry, looked up): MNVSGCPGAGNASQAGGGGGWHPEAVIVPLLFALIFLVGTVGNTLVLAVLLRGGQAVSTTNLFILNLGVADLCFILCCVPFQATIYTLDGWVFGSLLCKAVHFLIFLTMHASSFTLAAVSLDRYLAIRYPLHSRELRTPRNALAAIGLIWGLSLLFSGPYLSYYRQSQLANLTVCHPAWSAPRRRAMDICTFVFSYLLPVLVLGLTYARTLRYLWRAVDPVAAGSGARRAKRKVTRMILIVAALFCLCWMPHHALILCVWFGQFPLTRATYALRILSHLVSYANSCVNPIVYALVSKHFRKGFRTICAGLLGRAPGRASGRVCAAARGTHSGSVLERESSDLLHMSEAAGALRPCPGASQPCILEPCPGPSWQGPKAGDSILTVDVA
# MRP1 act – activators of MRP-1. H69AR cells + doxorubicin, viability rescue, CellTiter-Glo. viability increase, % at 10 µM. 0.61% of 140,000 active. AID 799;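 active = viability gain under doxorubicin at or above a set limit, the compound median plus 3 SD, cut at about 4.7% in these data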;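 note: MRP-1 overexpressing cells given doxorubicin 25 µM after compound pretreatment; 18-22 h compound pretreatment then 72 h with doxorubicin before readout; 0% = doxorubicin-only wells and 100% = vehicle-treated cells without doxorubicin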
# Yeast growth inh – chemicals that inhibit yeast BB579 growth in restrictive medium (lifespan-shortening candidates); S. cerevisiae BB579 growth, OD615, 48 h; inhibition, % at 10 µM; 0.51% of 140,000 active;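 active = inhibition above a set limit, 3 SD over the mean compound inhibition, cut at about 44% in these data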; note: inactives centre near -24
#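 test system = yeast BB579 (DeaD) | buffer or medium = restrictive CSMM-D medium | doses = single compound dose of 10 µM, 0.25% DMSO final | times = 4 h preincubation and 48 h exposure at 30 °C | technique = culture absorbance at 615 nm | benchmarks = amphotericin B 10 µg/mL, positive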
# Yeast lifespan up – yeast lifespan extension; S. cerevisiae growth with nicotinamide, OD615; deaD strain in restrictive glucose medium; inhibition of the nicotinamide effect, % at 10 µM; 0.68% of 130,000 active; AID 775;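 active = inhibition above a set limit, placed 3 SD over the median of all compounds, cut at about 26% in these data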;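 note: 0% = nicotinamide-treated wells and 100% = cells grown without nicotinamide; some compounds called inactive have numbers as strong as hits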
#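 Measured by: optical density (absorbance) at 615 nm; System: modified budding yeast, DeaD strain; Medium: restrictive CSMM-D dextrose medium; Timing: 4 h preincubation then 48 h treatment at 30 °C.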
# E-sel TNF inh – blocks E-selectin expression induced by TNF alpha; 0.71% of 120,000 active; inhibition, % at 2 µM; AID 1246; HUVEC TNFa-induced E-selectin immunofluorescence, high content;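 active = inhibition above the batch mean plus 3 SD, and confirmed as a hit on visual image review, cut at about 43% in these data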;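 note: 0% = TNF-stimulated DMSO wells and 100% = unstimulated control wells; not every result past the cut was called active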
# HCT116 PTEN-null – PTEN-deleted cell growth suppression. AID 827. 1.2% of 140,000 active. HCT116 PTEN-null viability, CellTiter-Glo, 60 h; stronger effect = lower value. viability, % at 10 µM;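 active = viability at or below a set limit, 4 SD under the median of all tested compounds, cut at about 3.7% in these data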;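 note: PTEN knockout HCT116 line with beta catenin targeted HCT116 as companion control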
# Phagocyt inh – inhibitors of macrophage phagocytosis. J774A.1 macrophage IgG-bead phagocytosis, imaging. inhibition, % at 5 µM. 0.07% of 110,000 active. AID 1029;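 active = inhibition above the mean of the plate negative controls plus 5 SD, cut at about 13% in these data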;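 note: phagocytic index as fraction of beads internalized from green versus red external bead signal; plate controls were DMSO negative control for no effect and cytochalasin-D positive control for full effect; some results beyond the cut were filed as inactive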
# NPY-Y2 antag – NPY-Y2 (human) receptor antagonism; P49146; NPY-Y2 expressing cells, antagonist mode; inhibition, % at 2.7 µM; 0.99% of 140,000 active; AID 793; in the data active = inhibition above about 17%;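 note: 0% = vehicle with agonist challenge and 100% = reference antagonist with challenge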
# Target sequence (P49146 whole entry, looked up): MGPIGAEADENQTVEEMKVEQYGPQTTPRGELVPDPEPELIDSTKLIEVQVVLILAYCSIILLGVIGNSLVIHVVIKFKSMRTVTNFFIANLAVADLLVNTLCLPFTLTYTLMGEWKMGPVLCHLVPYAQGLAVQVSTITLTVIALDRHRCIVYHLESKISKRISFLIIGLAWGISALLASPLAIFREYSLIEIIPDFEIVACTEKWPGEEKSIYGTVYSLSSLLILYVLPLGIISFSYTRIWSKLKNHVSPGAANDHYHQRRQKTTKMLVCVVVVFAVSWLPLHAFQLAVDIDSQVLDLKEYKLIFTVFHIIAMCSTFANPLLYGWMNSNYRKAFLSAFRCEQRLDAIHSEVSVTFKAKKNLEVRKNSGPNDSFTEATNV
# bCat KO growth – beta-catenin-lacking colon tumor cell growth suppression. 1.5% of 140,000 active. HCT116 beta-catenin knockout viability, CellTiter-Glo, 60 h; stronger effect = lower value. viability, % at 10 µM;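 active = viability at or under a set limit, the compound median less 4 SD, cut at about 6% in these data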;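 note: 0% = Hyamine 1622 control at 20 µM and 100% = untreated cell control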
# * marks the source's active call; other numbers are inactive results; nt = not tested or not shown. Compounds were not picked by outcome; overall some 6.1% were active at least once.
SMILES,Measles CPE,GALR2 blocker,MRP1 act,Yeast growth inh,Yeast lifespan up,E-sel TNF inh,HCT116 PTEN-null,Phagocyt inh,NPY-Y2 antag,bCat KO growth
COc1cccc(CN(C)CC(=O)Nc2cccc(S(N)(=O)=O)c2)c1OC,34,1,-4.0,-21,3,-9,89,-9,2,88
COc1ccc(S(=O)(=O)Cc2ccc(C(=O)N3CCc4ccccc4C3)o2)cc1,2,-11,-1.4,-15,0,nt,89,0,1,91
Cc1cccc(-n2ncc3c(N4CCCc5ccccc54)ncnc32)c1,6,-2,0.6,-17,-14,8,58,0,4,75
CCOc1cc(/C=N/NC(=O)CSc2nnc(C)s2)ccc1OCc1ccccc1Cl,7,-12,-1.9,-28,5,nt,44,nt,2,55
O=C1CC(c2ccc(F)cc2)CC(O)=C1C=NCCN1CCNCC1 (stereo unspecified),15,5,1.5,-31,nt,2,97,nt,3,99
Nc1ncnc(Sc2ccccc2)c1[N+](=O)[O-],18,4,-5.8,-26,-8,-3,36,-5,0,51
CCN(CC)c1ccc2c(C)c(CN3CCOCC3)c(=O)oc2c1,13,-1,-0.5,-28,-2,-95,87,0,0,77
CC1CCCC(C)N1C(=O)Cn1c(SCC(=O)NCc2ccc3c(c2)OCO3)nc2ccccc21 (stereo unspecified),6,-6,-3.2,-59,-11,nt,68,0,6,59
Cc1csc2nc(CSc3nc4ccccc4o3)c(Br)n12,1,-1,-1.8,-68,-17,16,70,-1,11,75
CCCCC(=O)N1CCCC(C(=O)OCC)C1 (stereo unspecified),5,0,0.1,3,-4,-9,101,nt,0,104
O=C(NNc1nc(-c2ccccc2)c2cc(Br)ccc2n1)c1ccc(S(=O)(=O)N2CCOCC2)cc1,10,-4,-2.9,-35,5,nt,76,-2,-5,84
Cc1n[nH]c(=S)n1-c1cccc(Cl)c1,8,9,-2.4,-4,-2,28,96,-2,-1,103
CCN(c1ccccc1)S(=O)(=O)c1ccc2[nH]cc(C(=O)NCCOC)c(=O)c2c1,12,7,-1.3,-42,-13,-15,93,-1,4,97
O=C(Nc1cccc(Cl)c1)c1ccc(-n2cncn2)c([N+](=O)[O-])c1,2,13,-1.0,-38,-16,9,63,0,2,60
CCOC(=O)CSc1nc2sc(C)c(C)c2c(=O)[nH]1,5,1,-2.2,-16,-26,18,92,6,6,102
O=C(OCC(=O)N1CCOCC1)c1ccc[nH]c1=O,11,-5,1.0,-2,-10,11,97,-1,0,96
COc1ccc(C(=O)c2c[nH]cc2-c2ccccc2)cc1,16,11,1.4,-48,4,nt,113,-1,0,95
Cc1ccc(S(=O)(=O)Cc2nc3ccccc3c(=O)[nH]2)cc1,11,10,-3.0,-5,-10,-2,95,nt,3,94
Cc1ccc(/C=C/C(=O)c2ccccc(=O)c2O)cc1C,8,9,-4.9,99*,-10,nt,8,-2,7,8
CCOC(=O)c1cc(=O)n2nc(-c3ccccc3F)nc2s1,10,2,-1.1,-47,-12,nt,102,0,0,80

# Shown bar-delimited: entries from further up
SMILES | Measles CPE | GALR2 blocker | MRP1 act | Yeast growth inh | Yeast lifespan up | E-sel TNF inh | HCT116 PTEN-null | Phagocyt inh | NPY-Y2 antag | bCat KO growth
CCOC(=O)CSc1nc2sc(C)c(C)c2c(=O)[nH]1 | 5 | 1 | -2.2 | -16 | -26 | 18 | 92 | 6 | 6 | 102
Cc1ccc(/C=C/C(=O)c2ccccc(=O)c2O)cc1C | 8 | 9 | -4.9 | 99* | -10 | nt | 8 | -2 | 7 | 8
COc1ccc(C(=O)c2c[nH]cc2-c2ccccc2)cc1 | 16 | 11 | 1.4 | -48 | 4 | nt | 113 | -1 | 0 | 95
O=C(OCC(=O)N1CCOCC1)c1ccc[nH]c1=O | 11 | -5 | 1.0 | -2 | -10 | 11 | 97 | -1 | 0 | 96
O=C(Nc1cccc(Cl)c1)c1ccc(-n2cncn2)c([N+](=O)[O-])c1 | 2 | 13 | -1.0 | -38 | -16 | 9 | 63 | 0 | 2 | 60
CCOC(=O)c1cc(=O)n2nc(-c3ccccc3F)nc2s1 | 10 | 2 | -1.1 | -47 | -12 | nt | 102 | 0 | 0 | 80

# An excerpt from above in order of the NPY-Y2 antag value, high to low.
Structure	NPY-Y2 antag
CCOC(=O)CSc1nc2sc(C)c(C)c2c(=O)[nH]1	6
Cc1ccc(S(=O)(=O)Cc2nc3ccccc3c(=O)[nH]2)cc1	3
O=C(OCC(=O)N1CCOCC1)c1ccc[nH]c1=O	0

# More compounds
SMILES,Measles CPE,GALR2 blocker,MRP1 act,Yeast growth inh,Yeast lifespan up,E-sel TNF inh,HCT116 PTEN-null,Phagocyt inh,NPY-Y2 antag,bCat KO growth
CN1/C(=C/C(=O)c2ccc(Cl)cc2)Sc2cc3c(cc21)OCO3,8,7,-3.4,-20,-2,nt,63,nt,3,63
CCOC(=O)c1c(C)nc2sc3c(=O)n(-c4ccc(OC)cc4)cnc3c2c1-c1ccc(OC)cc1,8,-7,-1.6,-13,-15,12,75,nt,1,93
CCCN1C(=O)c2ccc(C(=O)NCc3ccco3)cc2C1=O,28,6,-0.7,-83,-12,-10,99,nt,2,106
CCOC(=O)c1nnn(-c2nc(N3CCCC3)nc(N3CCCC3)n2)c1-c1ccccc1,4,0,-2.9,-5,-21,nt,78,7,1,92
CCCc1cc(=O)n2[nH]c(NCc3ccccc3F)nc2n1,2,2,0.5,-24,-4,nt,91,0,1,90
O=C(CCC1CCCC1)Nc1ccon1,9,14,1.2,-66,-3,-2,105,1,1,101
COc1ccc(-c2nn(CCC(=O)O)cc2/C=C2\SC(N)=NC2=O)cc1,11,6,2.4,-28,-6,nt,98,-7,0,93
O=C1CC(N2CCN(Cc3ccc4c(c3)OCO4)CC2)C(=O)N1CCc1ccccc1 (stereo unspecified),7,5,0.2,-37,-3,-11,72,1,2,66
NC(=O)CSc1nnc2n(-c3ccccc3)c(=O)c3c4c(sc3n12)CCCCC4,13,7,-3.6,-30,-7,13,66,0,-1,71
O=C1c2ccccc2C2NC(=O)C3(CCCCC3)N12 (stereo unspecified),11,15,-2.6,-18,-2,-6,99,-1,1,95
NC(=O)CSc1nnc(Cc2cccs2)n1C1CCCCC1,17,-5,-3.0,-22,-5,10,99,0,1,92
Cc1ccsc1C(=O)OCC(=O)NCC1CCCO1 (stereo unspecified),13,11,0.1,-19,-10,-9,100,0,6,95
CC(=O)O[C@H]1C2OC(=O)C(C)=C2[C@@H]2OC(=O)[C@]3(CCC4OC41C)OC23 (stereo partly specified),4,6,-2.9,-20,3,nt,92,nt,0,90
Clc1cccc(Cl)c1Cn1cnc2c(N3CCCCCC3)ncnc21,33*,2,-0.8,-78,1,-5,62,-2,7,58
CCOc1cc(CNCCCN2CCOCC2)ccc1OCC(=O)Nc1cccc2ccccc12,3,17,-5.5,-29,-7,17,70,-4,9,69
CCCCC(=O)NC(c1ccc(OC)c(OC)c1)c1c(O)ccc2ccccc12 (stereo unspecified),11,9,-1.2,-13,-8,-14,80,-1,0,76
O=C(NCc1ccco1)c1ccccc1NS(=O)(=O)c1cccs1,5,-3,-0.7,-38,-7,-12,103,nt,2,98
Cc1ccc(C)c(NC(=O)CSc2nnc([C@@H]3CCCN3C(=O)OC(C)(C)C)o2)c1,5,-9,-1.5,-9,-6,6,98,-1,2,100
CC(=O)OC(C(=O)NCc1ccco1)c1ccncc1 (stereo unspecified),4,1,-1.3,-10,-9,-2,91,-1,1,93
CCN1CCN(C(=O)c2ccc3c(=O)n(CCC4=CCCCC4)c(=O)[nH]c3c2)CC1,24,-3,-4.5,7,1,4,60,nt,1,59
CC(C)NC(=O)CCCc1cn(C)c2ccccc12,2,1,-1.2,-16,-14,nt,85,1,1,89
CCn1cc(C(=O)NCC2CCCO2)c(=O)c2cc(F)c(N3CCN(C)CC3)cc21 (stereo unspecified),6,10,-3.0,3,-6,-4,101,nt,0,106
N#C/C(=C\c1c(N(Cc2ccccc2)Cc2ccccc2)nc2ccccn2c1=O)C(N)=O,6,-1,-4.6,26,0,nt,32,-10,2,48
Cc1ccc(S(=O)(=O)c2nc(-c3cccs3)oc2SCC(N)=O)cc1,13,-4,-2.7,-41,-4,0,92,2,0,101
FC(F)(F)c1cnc(-c2cnc3c(-c4ccc(Cl)cc4)cnn3c2)c(Cl)c1,0,-8,1.4,-67,3,1,100,0,5,103
Cn1c(CCN2CCCCC2)nc2cc([N+](=O)[O-])ccc21,14,10,-0.3,-23,-8,-34,89,nt,0,102
CCN(CC)S(=O)(=O)c1ccc(C2=NOC3(C2)N(C)c2ccccc2C3(C)C)cc1 (stereo unspecified),38*,-1,-0.5,-33,3,nt,81,0,5,79
CCCOc1ccc(OCC(=O)c2[nH]c(C)c(C(C)=O)c2C)cc1,34,13,0.6,-29,-6,-25,77,0,-1,83
Fc1ccc2[nH]c3c(N4CCN(C5CCCCC5)CC4)ncnc3c2c1,5,1,-3.6,-19,-9,15,46,0,5,28
COc1ccc(-c2nnc(-c3cccnc3)o2)cc1OC,8,-1,-0.9,16,-18,24,99,0,1,93
Cc1ccccc1-c1nc(CN2CCC(C(=O)NCC3CCCO3)CC2)c(C)o1 (stereo unspecified),nt,9,-1.3,-56,-14,9,97,-1,2,97
CN(Cc1ccccc1)c1nnc(N)s1,10,-3,-0.3,-19,5,-9,96,nt,1,93
CCOC(=O)/C(C#N)=C/Nc1cc(OC)ccc1OC,17,-5,-2.0,-23,-5,14,94,-4,5,86
CCOc1ccc(CCNC(=O)C2CCCN(c3nnc(-n4cccc4)s3)C2)cc1OCC (stereo unspecified),9,-13,-2.9,-22,-2,-16,96,nt,5,88
Cn1c(=O)oc2cc(S(=O)(=O)NC3CCCc4ccccc43)ccc21 (stereo unspecified),8,7,-1.0,-13,-8,1,91,0,-1,94
Cc1cc(C)nc(SCc2nnc(SCC(=O)N3CCCc4ccccc43)o2)n1,6,-15,-2.6,-42,-3,nt,97,0,2,100
COc1ccccc1NC(=O)c1ccc(NC(=O)c2cc3c(s2)CCC3)cc1,2,10,4.3,-25,-1,10,67,-4,1,81

# One compound at a time (already shown):
# Shown for `Cc1ccccc1-c1nc(CN2CCC(C(=O)NCC3CCCO3)CC2)c(C)o1` (stereo unspecified) : Measles CPE = nt; GALR2 blocker = 9; MRP1 act = -1.3; Yeast growth inh = -56; Yeast lifespan up = -14; E-sel TNF inh = 9; HCT116 PTEN-null = 97; Phagocyt inh = -1; NPY-Y2 antag = 2; bCat KO growth = 97
# Shown for `CCOC(=O)/C(C#N)=C/Nc1cc(OC)ccc1OC` : Measles CPE = 17; GALR2 blocker = -5; MRP1 act = -2.0; Yeast growth inh = -23; Yeast lifespan up = -5; E-sel TNF inh = 14; HCT116 PTEN-null = 94; Phagocyt inh = -4; NPY-Y2 antag = 5; bCat KO growth = 86

# Screening data (PubChem BioAssay)
